Screening results deposited in PubChem by National Center for Advancing Translational Sciences (NCATS).
Menin-MLL TR inh – inhibitors of human menin-MLL interaction, mutant MLL peptide; O00255; Menin + Texas Red MLL mutant peptide, fluorescence polarization; Potency, µM (titrated, usually from 61.6 µM), for inactives: at the top dose FP activity change, negative = inhibition, actives largely listed as inhibitors; 0.23% of 270,000 active; AID 1768; active = well fitted inhibition curve with a large enough effect in the polarisation, with a control signal flat, not every such curve was filed as active; inconclusive = small, poorly fitted or top-dose-only effect, or effect the other way, or a change in a side signal; inactive = no such curve, though single readings can be large or run the other way; the % refers to the polarisation; also: potency is read from the fitted curve at half-maximal effect; % of control where 0% means no effect; many of its hits are not listed in these tables
BCR signal inh – inhibitors of chronic active B-cell receptor signaling | ABC-DLBCL IkBa-CBG/CBR reporter, luminescence ratio, 4 h | Potency, µM (top dose mostly 46.1 µM), for inactives: top-dose ratio change, negative = lower green/red ratio, hits mostly inhibitors | 0.05% of 340,000 active | AID 493014; active = well fitted inhibition curve with a large enough effect in the signal ratio, with a control signal flat, not every such curve was filed as active; inconclusive = small, poorly fitted or top-dose-only effect, or effect the other way, or a change in a side signal; the % refers to the signal ratio;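 also: potency is read from the fitted curve at half-maximal effect; plate controls were basal doxycycline-induced cells for no effect and cells given 10 µM MG132 for full effect; MG132 reads +100%, hits lower the ratio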
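Concentration-response series (up to 46 uM) were applied to TMD8 dual-reporter cells for 4 h at 37C with doxycycline. Green/red ratio, after filter-overlap correction, defined %Activity; red signal alone was normalised to basal cells and zero luminescence.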
Tb PFK inh – blocks T. brucei phosphofructokinase. T. brucei PFK, ADP-Glo luminescence. Potency, µM (highest dose often 57.5 µM), for the others: top-dose activity, negative = inhibition, most hits filed as inhibitors. 0.17% of 330,000 active;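 also: potency is read from the fitted curve at half-maximal effect; 0% = uninhibited 1x PFK enzyme wells and -100% = no-enzyme wells; nearly all actives have a fitted effect of over 60% in size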
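1.25 nM PFK with 0.5 mM F6P and 0.1 mM ATP in 0.1 M TEA pH 8.0, 5 mM MgCl2, incubated 45 min at room temperature; ADP measured by ADP-Glo luminescence; compounds titrated up to 57 uM.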
Integrin act MD – activates integrin-mediated alleviation for muscular dystrophy; AID 624291; Potency, µM (top dose mostly 38.3 µM), inactives show at the highest dose activation, hits mostly activators; 0.064% of 350,000 active; alpha7betagal myoblasts, beta-gal FDG fluorescence, 48 h;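 also: potency is read from the fitted curve at half-maximal effect; 100% = response of the positive control SU9516; nearly all actives have a fitted effect of over 60% in size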
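alpha7betagal+/- myoblasts (passage 13, 250/well) treated 48 h at 37C with compounds at 1:260 dilution of DMSO stock. Lysed, then beta-galactosidase activity read as FDG fluorescence (ex 480/em 540) after 30 min, with pre-read for autofluorescence.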
GALK inhibitor – galactokinase (human) inhibition; 0.007% of 270,000 active; Purified GALK, Kinase-Glo residual ATP luminescence; P51570; Potency, µM (series often up to 57.5 µM), inactives show at the highest dose activity change, negative = inhibition, hits mostly inhibitors; also: potency is read from the fitted curve at half-maximal effect; % is scaled to controls: 0 for no effect and ±100 for the full control effect
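Quantitative HTS: GALK 5 nM, ATP 35 uM, galactose 100 uM, 1 h room temperature, then luciferase-based ATP detection.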
TSG101-PTAP inh – blocks PTAP/TSG101 interaction to inhibit HIV-1 budding; Fluorescence polarization, FITC-PTAP peptide / Tsg101 binding; Potency, µM (top dose mostly 115 µM), for inactives: at the top dose activity change, negative = inhibition, most hits filed as inhibitors; 340,000 tested, under 10 active; AID 493005; active = well fitted inhibition curve with a large enough effect in the main read-out, with a control signal flat, not every such curve was filed as active; inconclusive = small, poorly fitted or top-dose-only effect, or effect the other way, or a change in a side signal; inactive = no such curve, though single readings can be large or run the other way; also: potency is read from the fitted curve at half-maximal effect; % of control where 0% means no effect
Target sequence (Q99816 whole entry, looked up): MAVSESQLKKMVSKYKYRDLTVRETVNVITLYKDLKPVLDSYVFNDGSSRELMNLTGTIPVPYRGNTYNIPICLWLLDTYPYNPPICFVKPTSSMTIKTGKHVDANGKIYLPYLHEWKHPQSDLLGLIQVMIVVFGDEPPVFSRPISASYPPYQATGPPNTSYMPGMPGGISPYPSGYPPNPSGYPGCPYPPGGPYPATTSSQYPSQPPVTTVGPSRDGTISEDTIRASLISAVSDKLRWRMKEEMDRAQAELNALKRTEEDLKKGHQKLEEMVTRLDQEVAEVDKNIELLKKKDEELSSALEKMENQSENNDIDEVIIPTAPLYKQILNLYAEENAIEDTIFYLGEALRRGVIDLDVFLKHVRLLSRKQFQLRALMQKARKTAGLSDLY
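Steps: Tsg101 binding domain dispensed (10 uM final), compounds pinned in DMSO, FITC-labeled PTAP-motif peptide added (50 nM final); after 20 min binding at room temperature, polarization measured.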
PKM2 activator – PKM2 (human) enzyme activation; AID 1631; Potency, µM (series often up to 57.5 µM), for inactives: at the highest dose activation, usual class: activators; P14618; purified PKM2, Kinase-Glo ATP luminescence, activation; response scale: 0% is enzyme alone, no compound; 0.34% of 260,000 active; also: potency is read from the fitted curve at half-maximal effect; % is scaled to controls: 0 for no effect and ±100 for the full control effect; nearly all actives have a fitted effect of over 55% in size
Target sequence (P14618 whole entry, looked up): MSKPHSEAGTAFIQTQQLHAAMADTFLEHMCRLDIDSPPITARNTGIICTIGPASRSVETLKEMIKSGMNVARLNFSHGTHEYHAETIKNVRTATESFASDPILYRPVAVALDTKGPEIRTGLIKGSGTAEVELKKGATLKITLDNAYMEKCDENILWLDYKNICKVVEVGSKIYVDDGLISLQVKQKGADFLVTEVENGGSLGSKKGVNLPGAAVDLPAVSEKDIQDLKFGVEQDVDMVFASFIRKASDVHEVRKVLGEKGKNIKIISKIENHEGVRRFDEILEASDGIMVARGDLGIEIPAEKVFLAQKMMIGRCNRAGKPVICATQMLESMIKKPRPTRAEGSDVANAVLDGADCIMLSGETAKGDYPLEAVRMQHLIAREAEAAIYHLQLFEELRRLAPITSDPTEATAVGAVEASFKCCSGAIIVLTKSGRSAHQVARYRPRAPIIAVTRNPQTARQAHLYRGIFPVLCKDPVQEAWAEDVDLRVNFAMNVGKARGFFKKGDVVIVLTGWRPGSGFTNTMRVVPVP
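hPK-M2, >95% pure; 0.1 mM ADP / 0.5 mM PEP final; imidazole pH7.2 buffer w/ 7 mM MgCl2, 50 mM KCl; 1 h RT; Kinase-Glo lum. Intermediate enzyme activity for dual inhibitor/activator qHTS.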
Giardia kill – kills Giardia lamblia | Giardia lamblia trophozoite viability | activity change, % at 7.66 µM, hits read low | 0.15% of 340,000 active; in the data active = activity change below about -80%; inconclusive = between about -30% and that limit;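 also: parasites exposed to compound for two days anaerobically before the ATP read; % is scaled to controls: 0 for no effect and ±100 for the full control effect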
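Luminescent ATP signal served as the viability read-out, measured 15-30 min after adding ATP detection reagent to trophozoites that had been incubated with compounds for 48 hrs at 37 deg C anaerobically at 100 cells/well.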
ASM inhibitor – human S-ASM enzyme inhibition. 0.006% of 340,000 active. Potency, µM (doses to about 57.5 µM), without a hit: top-dose activity change, negative = inhibition, usual class: inhibitors. P17405. placental ASM, HMU-PC fluorogenic substrate, 60 min; also: potency is read from the fitted curve at half-maximal effect
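HMU-PC0 cleavage (9 uM final) by human placental ASM, 60 min at 37 °C following 10 min compound exposure at RT; stopped at pH 10, fluorescence Ex 386/Em 447 nm.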
Coupling enz – counter-screen for Giardia aldolase inhibitors: coupling enzyme system | coupling enzyme system counterscreen, AmpLite Red fluorescence | activity change, negative = inhibition, % at 58.2 µM, hits read low | 0.67% of 290,000 active | AID 2472; in the data active = activity change below about -30%; also: % is scaled to controls: 0 for no effect and ±100 for the full control effect
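Final compound at 57.5 uM, incubated 10 min at RT with coupling enzyme reagent (glyceraldehyde-3-phosphate), then 20 min with substrate and AmpLite Red detection. Fluorescence read at 525/598 nm; tests interference with the coupling assay, not aldolase inhibition.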
B2AR arrestin – beta2AR (human) beta-arrestin recruitment activity. beta-arrestin recruitment to beta2AR, cell-based reporter. Potency, µM (series often up to 46.1 µM), for the others: at the top dose activation, actives largely listed as activators. 0.02% of 330,000 active. AID 492947;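 also: potency is read from the fitted curve at half-maximal effect; 0% = DMSO controls and full agonism = EC100 isoproterenol or metaproterenol; nearly all actives have a fitted effect of over 65% in size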
The depositor's hits bear a star; ? = inconclusive; · = no result given; [ ] = remark or other dose. Unless noted, calls follow the shape of the dose curve; as a rule, active = well fitted curve in the direction sought with a large enough effect; inconclusive = small, poorly fitted or top-dose-only effect, or another doubt; inactive = no such curve, though single readings can be large; an effect the other way counts as inactive or inconclusive.

Second line of a record – Menin-MLL TR inh | BCR signal inh | Tb PFK inh | Integrin act MD | GALK inhibitor | TSG101-PTAP inh | PKM2 activator | Giardia kill | ASM inhibitor | Coupling enz | B2AR arrestin
CCOc1ccc(NS(=O)(=O)c2ccc(OC)c(C)c2)cc1
    2% | ? | -2% | -17% | 1% | -5% | 0% | 3 | -2% | 0 | -0.1%
O=c1[nH]ncc2c3ccccc3n(Cc3ccccc3F)c12
    · | -2% | -3% | -11% | -6% | -1% | 2% | -17 | 0% | -2 | -0.5%
COc1ccc(C2CC(=O)c3ccccc3O2)cc1 (stereo not given)
    3% | ? | 5% | -20% | · | -4% | 3% | -1 | 4% | 1 | -1.3%
COCCN(C(=O)Cc1cccs1)c1nnc(-c2ccncc2)s1
    0% | 2% | -4% | 6% | -1% | -4% | 4% | 8 | 2% | 2 | 0.1%
Cc1cc(C(=O)NNC(=O)c2ccc(Cl)cc2Cl)c(C)o1
    · | ? | -10% | 10% | · | -4% | · | 12 | 7% | · | 0.1%
CC(C)NC(=S)NC(=O)c1ccc(-c2ccccc2)cc1
    11% | 6% | 5% | -16% | 0% | 0% | 4% | -1 | -1% | 0 | 1.0%
Cc1oc(-c2ccc(Cl)cc2)nc1CS(=O)CC(=O)NCc1ccc2c(c1)OCO2 (stereo not given)
    -1% | -14% | -4% | -7% | · | -5% | -2% | -23 | -3% | 2 | 0.1%
CC(CN1CCCCCC1)C(=O)NN (stereo not given)
    10% | 5% | -8% | -25% | -2% | 2% | 1% | -9 | 0% | 5 | 0.2%
COc1cccc(N2CCN(C(=O)C3CCCN(S(=O)(=O)c4cnc[nH]4)C3)CC2)c1 (stereo not given)
    -9%[11.7 µM] | 3% | 0% | -7% | 1% | 0% | 1% | ? | 2% | -3 | 0.2%
CC/C(C)=N/Nc1nc(-c2cc3cccc(OC)c3oc2=O)cs1
    · | -5% | -14% | 15% | 2% | 1% | -6% | 33[activator] | 1% | 1 | 0.2%

Compound profiles, as listed above. Values in the order: Menin-MLL TR inh	BCR signal inh	Tb PFK inh	Integrin act MD	GALK inhibitor	TSG101-PTAP inh	PKM2 activator	Giardia kill	ASM inhibitor	Coupling enz	B2AR arrestin
Shown for CC(C)NC(=S)NC(=O)c1ccc(-c2ccccc2)cc1 = 11%	6%	5%	-16%	0%	0%	4%	-1	-1%	0	1.0%
Shown for CC/C(C)=N/Nc1nc(-c2cc3cccc(OC)c3oc2=O)cs1 = ·	-5%	-14%	15%	2%	1%	-6%	33[activator]	1%	1	0.2%
Shown for COc1ccc(C2CC(=O)c3ccccc3O2)cc1 (stereo not given) = 3%	?	5%	-20%	·	-4%	3%	-1	4%	1	-1.3%

Other results follow:
Second line of a record – Menin-MLL TR inh | BCR signal inh | Tb PFK inh | Integrin act MD | GALK inhibitor | TSG101-PTAP inh | PKM2 activator | Giardia kill | ASM inhibitor | Coupling enz | B2AR arrestin
Cc1ccc(C)c(N2CCN(C(=S)NC3CCCCC3)CC2)c1
    10% | 7% | -4% | -17% | 4% | -2% | -7% | 0 | 4% | 2 | -0.5%
O=S(=O)(c1cccc(-c2nnco2)c1)N1CCOCC1
    -11% | 1% | -1% | -31% | 11% | -3% | -4% | -2 | -1% | 0 | 0.0%
COc1ccc(N=C2C(=Nc3ccc(OC)cc3)N(c3ccc(OC)cc3)C(=S)N2C(=O)c2ccc(OC)cc2)cc1
    10% | -15% | -5% | 22%[7.66 µM] | 1% | -2% | -16% | -6 | -3% | 2 | -0.6%
CC1(C)Cc2c(C#N)c(NCCN3CCOCC3)nc(-c3ccccc3)c2CO1
    · | 0% | 1% | 15% | 4% | -4% | -1% | -3 | 75%[activator] | 1 | -0.6%
Nc1c(C(=O)NC23CC4CC(CC(C4)C2)C3)sc2nc3c(c(C(F)(F)F)c12)CCC3
    17% | ? | -4% | -1% | 4% | · | -3% | -1 | 4% | 2 | -0.1%
CCOC(=O)C1CCCN(C(=O)CNC(=O)Cn2ccc3ccccc3c2=O)C1 (stereo not given)
    -7% | ? | -28% | 1% | -2% | -5% | -9% | -2 | 4% | 1 | -0.3%
CCOc1cc(/C=C2/C(=N)N3C(=NC2=O)SN=C3S(C)(=O)=O)ccc1OC(=O)c1ccco1
    · | 0% | ? | ? | 2% | 0% | · | 18 | ? | · | 1.1%
COC(=O)c1ccc(CSc2nc(N3CCOCC3)c3c(c2C#N)CC(C)(C)OC3)o1
    1% | -2% | -6% | 15% | 9% | -3% | 1% | -7 | -9% | -11 | -0.1%
CCN(CC)S(=O)(=O)c1ccc(C(=O)C(C#N)c2ccccn2)cc1 (stereo not given)
    -1% | ? | -2% | 17% | 6% | -1% | 2% | 2 | -1% | -1 | 0.1%
Cc1ccc(OCC(O)CN2CCC(Cc3ccccc3)CC2)c(C)c1 (stereo not given)
    · | -13% | -20% | -51%[inhibitor] | -5% | -2% | · | -27 | -2% | · | 0.1%

Remaining list, next part:
Compound | Menin-MLL TR inh | BCR signal inh | Tb PFK inh | Integrin act MD | GALK inhibitor | TSG101-PTAP inh | PKM2 activator | Giardia kill | ASM inhibitor | Coupling enz | B2AR arrestin
COc1ccc(Cl)cc1NC(=O)CN(C)C1CCCCC1 | ? | 0% | 2% | -24% | -4% | -2% | -2% | 14 | 0% | 0 | 0.2%
CCCCNC(=S)N(CCN(CC)CC)Cc1cc2cc3c(cc2[nH]c1=O)OCCO3 | -1% | ? | -2% | -8% | -5% | -2% | 0% | 9 | 46%[activator] | 0 | 0.4%
CCOc1cccc(N2C(=O)CC(n3cnc4ccccc43)C2=O)c1 (stereo not given) | 25% | 2% | -7% | -10% | 1% | -6% | -3% | -1 | 1% | -1 | 0.0%
Clc1ccc(Cn2cccc2C2=NCCO2)cc1 | 0% | 11% | 4% | 11% | -3% | -2% | -3% | 6 | 0% | -4 | -0.7%
CC1CCC(C(C)C)C(OCC[N+](C)(C)C)C1 (stereo not given) | -2% | -2% | -11% | -49%[inhibitor] | 1% | 0% | -3% | ? | 3% | -1 | -0.5%
CCC(C)(C(=O)NC1CCCC1)N(CC1CCCO1)C(=O)CNC(=O)c1ccccc1 (stereo not given) | 16% | 15% | 8% | 1% | 3% | -16% | 10% | 8 | 8% | 1 | -0.1%
CN(C)N=Nc1ccc(S(=O)(=O)NC(=O)Cc2ccccc2)cc1 | -17% | 6% | 1% | -5% | 6% | -4% | -1% | -8 | 0% | 1 | 0.2%
CCC(C)[C@H](NC(=O)N1CCCC1)C(=O)OC (stereo not given in full) | 20% | 17% | -6% | 0% | -2% | -2% | -12% | 0 | 5% | -3 | -0.1%
CCOc1ccc(OCc2ccc(C(=O)NN=Cc3ccc[nH]3)cc2)cc1 | · | ? | 0% | -32% | · | -2% | · | -13 | 15% | · | -0.2%
COc1ccc(C(=O)C2CCN(CC(=O)NCc3ccccc3)CC2)cc1 | -15% | -9% | 0% | ? | 8% | 0% | -1% | 2 | 0% | 0 | -1.0%
O=C(CSc1cccs1)NCCc1ccccc1 | 0% | -8% | -1% | -11% | -2% | -1% | -12% | -9 | 2% | 1 | 0.8%
Cc1cc(=O)[nH]c(N/N=C/c2ccc(-c3ccc([N+](=O)[O-])cc3)o2)n1 | 18% | 7% | -6% | -19% | -1% | -2% | -2% | 2 | -2% | 0 | 0.6%
N#CC1=C(N)OC2=C(C(=O)CC(c3ccccc3)C2)C1c1ccc2c(c1)OCO2 (stereo not given) | 1% | 0% | 4% | -8% | · | -1% | 3% | -8 | 3% | 1 | 2.5%
O=C(CNC(c1ccccc1)c1ccccc1)Nc1c(F)cccc1F | -17% | 3% | -5% | -9% | 2% | 0% | 1% | -4 | 5% | 2 | 7.5%
Cc1ccc(S(=O)(=O)N2CCOCC2)cc1NC(=O)CSc1nnnn1C | 11% | -5% | -4% | -9% | 9% | -3% | -16% | -7 | 3% | 0 | -0.2%

These rows are one share of the data (hit frequency here may not be typical).
